SR-BI DiI inh = blocks mouse SR-BI lipid uptake from DiI-HDL | Q61009 | ldlA[mSR-BI] CHO cells, DiI-HDL uptake fluorescence, 3 h | inhibition, % at 12.5 µM | 0.96% of 320,000 active;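 active means mean replicate inhibition of at least 70% and a set share of replicates each scoring 70 or more; inconclusive means meets just one of the two criteria; inactive means fails both criteria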;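 further: 0% = median of neutral control wells and 100% = median of positive control wells; values of inactives mirror those of a sister screen read the other way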
SR-BI uptake up = SR-BI HDL lipid transfer activation. CHO ldlA[mSR-BI] cells, DiI-HDL uptake fluorescence, 3 h; 100 = double the neutral-control signal. activation, % at 12.5 µM. 0.096% of 320,000 active. AID 504775;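 active means mean replicate activation of at least 60% and every replicate at or above 60%; inconclusive means mean or all-replicate condition met, but not both; inactive means mean below 60% and not all replicates reaching 60%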;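 further: 0% = median plate neutral-control signal and 100% = twice that signal; values of inactives mirror those of a sister screen read the other way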
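Assay system: LDL receptor-deficient CHO ldlA cells overexpressing murine SR-BI / Medium: BSA-supplemented, HEPES-buffered Ham's F12, pH 7.4 / Probe or stimulus: DiI-labelled HDL at 10 µg/mL final / Timing: compound with DiI-HDL co-incubation, 3 h at 37 °C / Technique: bottom-read cell fluorescence after medium removal, ex 550/em 595 nm / Measure: HDL uptake via cellular fluorescence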
NSD2 inh = blocks human histone methyltransferase NSD2 | inhibition, % at 12.5 µM | 0.54% of 310,000 active | NSD2 peptide methylation, AlphaScreen, 120 min; in the data active means inhibition above about 50%
MITF TRPM1 HTS = activators of MITF-driven TRPM1 promoter activity in SK-MEL-5 cells; SK-MEL-5 TRPM1-promoter luciferase, 24 h; % of positive control, neutral wells = 0; activation, % at 12.5 µM; 0.75% of 300,000 active; AID 588334;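 active means mean activation of at least 80% with every replicate also reaching 80%; inconclusive means mean reaches 80% but some replicate falls short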;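 further: 0% = neutral control wells and 100% = parthenolide positive control wells; values of inactives mirror those of a sister screen read the other way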
PvdQ inh = blocks Pseudomonas aeruginosa PvdQ acylase activity; purified PvdQ acylase, fluorescence plate reader; inhibition, % at 10 µM; 0.063% of 340,000 active; in the data active means inhibition above about 30%, passing the limit was not always enough; inconclusive means no clear call, values can overlap the other calls;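 further: 0% = vehicle neutral wells and 100% = reference inhibitor wells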
PfHsp90 yeast 2 = reduces growth (ATP signal) of yeast expressing P. falciparum Hsp90; AID 504621; 0.32% of 310,000 active; inhibition, % at 9.4 µM; S. cerevisiae expressing PfHsp90, BacTiter-Glo ATP, 48 h; yeast lacking PDR1 and PDR3 efflux regulators;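 active means every replicate shows inhibition above about 80%, whatever the replicate mean, limit read from the data; inconclusive means mean inhibition reaches the set limit but some replicate falls short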;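 further: 0% = DMSO neutral controls and 100% = 20 µM radicicol positive controls; yeast relying on Plasmodium falciparum Hsp90 in place of its own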
Rtt109 HAT inh = inhibitors of Candida albicans Rtt109/Vps75 histone acetyltransferase | Q5AAJ8 | 0.16% of 330,000 active | inhibition, % at 34.9 µM | purified Rtt109/Vps75, ThioGlo CoA-SH fluorescence, 4 h;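 active means inhibition of at least 50% in every replicate; inconclusive means best replicate reaches 50% inhibition but some replicates fall short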
dFosB activator = activators of mouse delta FosB homodimer | P13346 | purified delta FosB, TAMRA-CDK5 oligo fluorescence polarization; percent of positive-control signal above neutral wells | activation, % at 25 µM | 0.99% of 340,000 active | AID 493131;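 active means mean activation above about 17%, with every replicate also reaching it, limit read from the data, passing the limit was not always enough; inconclusive means only one of the two conditions met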;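 further: fluorescence polarization rise as delta FosB binds a TAMRA Cdk5 AP-1 oligo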
CAL PDZ FP-1 = inhibitors of human CAL PDZ peptide binding | AID 504414 | purified CAL PDZ, TMR-peptide fluorescence polarization, 1 h | Q9HD26 | 0.02% of 330,000 active | inhibition, % at 20 µM;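 active means highest replicate inhibition of at least 40%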;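 further: plate controls were DMSO neutral control wells for no effect and unlabeled competitor peptide control wells for full effect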
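Assay system – tagged CAL PDZ protein CerCALP, purified · Timing – 1 h at RT · Compound – single point, 20 µM · Measured by – fluorescence polarization from S- and P-plane intensities, G-factor corrected · Evaluation – inhibition from polarization loss · Probe or stimulus – TMR reporter peptide T*-PRC34 · Buffer or medium – pH 7.4 phosphate-saline buffer, reducing agent, detergent, IgG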
CAL PDZ FP-2 = CAL PDZ (human) peptide binding inhibition. inhibition, % at 24.9 µM. purified CAL PDZ, TMR-peptide fluorescence polarization, 1 h. 0.92% of 300,000 active. Q9HD26. AID 602252;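 active means mean inhibition of at least 30% with at least half of replicates also reaching 30%; inconclusive means no clear call, values can overlap the other calls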;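 further: 0% = DMSO neutral control and 100% = excess unlabeled competitor peptide PRC23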
* hit, by the source's call; ? = inconclusive; · = not tested or not shown.

Structure	SR-BI DiI inh	SR-BI uptake up	NSD2 inh	MITF TRPM1 HTS	PvdQ inh	PfHsp90 yeast 2	Rtt109 HAT inh	dFosB activator	CAL PDZ FP-1	CAL PDZ FP-2
Cc1cccc(Cn2nnc3c2C(=O)c2ccccc2C3=O)c1	0	0	-1	-46	9	-35	14	4	0.3	-4
NC(=O)Cn1nc(C(F)(F)F)c2c1CCCC2	-14	14	-3	-8	-5	-2	-1	8	16	-5
COC(=O)CN1C(=O)C(O)(CC(=O)c2ccc(C)cc2)c2ccccc21 (stereo unspecified)	·	·	4	-1	8	7	35	-1	-3.3	3
CC(=O)/C=C/c1ccc(C)o1	-13	15	-3	-13	2	-21	6	4	-1.0	-8
Cc1cccc2cc(CN(CCCN3CCOCC3)Cc3nnnn3C(C)(C)C)c(=O)[nH]c12	-3	3	-4	-18	-14	-15	-2	-1	-3.0	0
CC(C)Cn1c(-c2ccc(F)cc2)n[nH]c1=S	12	-12	0	-5	-6	20	5	-1	-0.8	19
CCOC(=O)C1(Cc2cccc(OC)c2)CCN(Cc2ccon2)CC1	1	-1	-3	-8	-19	-8	-2	1	-0.5	7
COc1cc2ccccc2cc1C(=O)NNC(=O)c1ccccc1O	129*	-129	2	-12	-5	·	5	-10	-5.9	-5
O=c1[nH]cnc2nn(-c3ccccc3)nc12	-10	10	·	49	1	6	-5	-7	-2.5	0
CC(C)(C)c1ccc(-c2cc(-c3ccccc3O)[nH]n2)cc1	26	-26	-1	-4	-8	21	1	-7	·	-10
COc1ccc(CN2CCn3ncc(C(=O)Nc4cccc(C)c4)c3C2=O)cc1	33	-33	0	·	6	-6	10	-16	-0.2	0
Cc1ccc(C2(O)CN(c3ccccc3C)C3=[N+]2CCS3)cc1 (stereo unspecified)	-37	37	-2	6	-3	11	3	0	-1.3	-4
Cc1cc(O)c(Sc2ncn[nH]2)cc1NS(=O)(=O)c1ccc(Cl)cc1	-14	14	0	3	-26	·	7	0	-2.5	-3
Clc1ccc(Cc2noc(-c3cccs3)n2)cc1	11	-11	-2	112*	-10	·	-11	-2	·	-1
Cc1ccc(N(CCC#N)C(=O)COC(=O)C2=COCCO2)cc1	-10	10	-2	0	1	-15	-8	4	-2.8	-1
O=C(CC1C(=O)N(c2ccccc2)C(=O)N1C1CCCCC1)Nc1ccccc1 (stereo unspecified)	20	-20	-3	·	1	·	7	-5	-1.4	2
CCOc1cc(/C=N\Nc2nc(-c3ccc(C)cc3)c(NC(C)=O)s2)ccc1O	·	·	-2	1	-11	26	-1	-9	-2.2	1
CCNC(=S)N1CCNC(=O)C1CC(=O)OC (stereo unspecified)	-28	28	-3	-24	-6	4	3	-3	-1.9	-2
N#Cc1c(NC(=O)CN2C(=O)c3ccccc3C2=O)oc(-c2ccccc2)c1-c1ccccc1	0	0	1	5	-10	-8	3	-5	-0.6	·
O=c1c2ccccc2nc(/C=C/c2ccc(O)cc2)n1CCc1ccccc1	43	-43	12	5	-8	-10	-5	-8	-0.9	·

New compounds follow.
Structure	SR-BI DiI inh	SR-BI uptake up	NSD2 inh	MITF TRPM1 HTS	PvdQ inh	PfHsp90 yeast 2	Rtt109 HAT inh	dFosB activator	CAL PDZ FP-1	CAL PDZ FP-2
O=C(COc1coc(CN2CCN(c3ccc(F)cc3)CC2)cc1=O)NC1CCCCC1	-6	6	12	-18	7	·	1	-7	-0.3	-1
CSc1ccccc1OCc1cc(C(=O)NCCc2nc(C)cc(C)n2)no1	42	-42	-2	52	-15	3	-3	-3	-2.8	-6
O=C1CCC(C(=O)N2CCSCC2)CN1Cc1cccc(C(F)(F)F)c1 (stereo unspecified)	-13	·	-3	4	-4	-7	-4	-3	-1.6	-2
CC(=O)Nc1nc(-c2ccccc2)cc(-c2ccco2)c1C#N	45	-45	·	-25	-7	-7	-9	-8	-0.4	·
O=C(NCc1ccc(F)cc1)C(c1ccccc1)N(CC1CCCO1)C(=O)Cn1nnc2ccccc21 (stereo unspecified)	-20	20	-5	12	-16	-8	-6	-2	-0.9	-6
CC(Sc1ccccc1)C(=O)NN=C1CCCC1 (stereo unspecified)	-8	8	-1	4	-7	6	2	-8	-0.4	·
COc1ccc(Nc2cc(C)nc(N)n2)cc1	2	-2	-1	7	-2	0	-3	-1	0.9	-2
O=C(NC1CCCCC1)C(c1c(F)cccc1Cl)N(C(=O)c1csnn1)C1CC1 (stereo unspecified)	-4	4	7	2	-10	10	6	1	-2.8	-1
COc1ccc(NC(=O)COC(=O)c2ccc(-n3cnnn3)cc2)c([N+](=O)[O-])c1	23	-23	·	-5	-2	-1	-5	-10	-0.3	5
Cc1cc(C)nc(N/N=C/c2cccc(Cl)c2)n1	3	-3	-2	35	4	1	7	-2	-0.6	·
CCOC(=O)C1(Cc2cccc(OC)c2)CCCN(C(=O)c2ccccc2C)C1 (stereo unspecified)	13	-13	0	72	-13	-5	10	-8	-0.7	-1
CCOC(=O)CN1N=C(/C=C/c2ccc(C(C)C)cc2)CCC1=O	0	0	-6	15	-2	-4	1	-9	0.0	-3
COc1cccc(C(=O)N(C)CC(=O)Nc2cccc3ccccc23)c1	0	0	-1	-8	-7	11	-6	-4	-1.6	-4
CC/C(Cc1ccccc1)=N\NC(=O)c1cc(C)oc1C	-42	42	1	4	-2	-7	6	7	0.2	-4
COc1ccc(CN2CCNC(=O)C2CC(=O)N(Cc2nccn2C)C(C)C)c(OC)c1 (stereo unspecified)	-5	5	6	3	-6	24	-5	-5	-4.0	4
Cc1c(Cc2ccccc2)c(=O)oc2cc(O)ccc12	20	-20	-6	-7	-15	-4	-10	-3	-2.4	-6
Cc1ccc(NS(=O)(=O)c2ccc(Cl)s2)nc1	-11	11	0	-5	-2	23	-11	2	-2.4	-5
CSc1ccc(CN(C)C(=O)c2ccc(S(=O)(=O)Nc3ccccc3)cc2)cc1	14	-14	1	-3	11	5	?	-1	-1.7	-1
COc1ccc2[nH]c(=O)c(CN(C(=O)c3cccnc3)c3ccccc3C)cc2c1	-6	6	-1	0	-15	-20	-5	-12	-0.8	-5
Cn1c(C(=O)NCc2ccco2)cc2c(=O)[nH]c3ccccc3c21	-2	2	-1	·	2	·	2	-13	-2.2	-4

Continuation:
Structure	SR-BI DiI inh	SR-BI uptake up	NSD2 inh	MITF TRPM1 HTS	PvdQ inh	PfHsp90 yeast 2	Rtt109 HAT inh	dFosB activator	CAL PDZ FP-1	CAL PDZ FP-2
c1ccc(CSc2ncnc3sccc23)cc1	-8	8	-2	13	-3	6	-3	-7	-0.8	3
O=S(=O)(c1ccc(Br)cc1)c1nc(-c2ccco2)oc1NCC1CCCO1 (stereo unspecified)	0	0	0	-6	-20	-21	-1	-6	-1.7	-5
COc1ccc(/C=N/NC(=O)CCn2c3ccccc3c3ccccc32)cc1OC	5	-5	-3	-10	-7	-2	3	14	-0.1	-4
CN(C(=O)C1CCN(S(=O)(=O)c2ccccc2[N+](=O)[O-])CC1)C1CCCCC1	2	-2	-1	-2	-24	·	8	-6	-0.7	·
Cc1c(C#N)c2ccccc2n1CC(=O)NC(C)c1ccccc1 (stereo unspecified)	5	-5	0	-3	7	-1	23	-9	-2.0	-4
CCOCCn1c(SCc2cccc(C)c2)nc2c1c(=O)[nH]c(=O)n2C	-10	10	·	·	-18	4	-1	-1	-0.9	·
CCCCC(=O)Nc1nc(C)c(-c2csc(Nc3ccc(Cl)cc3)n2)s1	103*	-103	·	-23	-4	·	-5	0	0.5	-1
NS(=O)(=O)c1ccc(NC(=S)NC(=O)/C=C/c2ccco2)cc1	-1	1	8	-8	-9	-7	0	-7	0.0	-5
O=C(N/C(=C/c1cccc([N+](=O)[O-])c1)C(=O)N1CCOCC1)c1ccc(Br)cc1	-12	12	9	-4	-4	28	4	-6	-1.7	-3
CN(C)C(=O)CC12CC3CC(C1)CC(CC(=O)N(C)C)(C3)C2	-19	19	-1	-5	-1	5	-11	-5	0.2	-4
CC1CCCCN1C(=O)COC(=O)c1n[nH]c2ccccc12 (stereo unspecified)	13	-13	0	52	-8	-1	2	-6	0.1	-1
Cc1cccc(C)c1N1CCN(c2cc(Cl)nc(N)n2)CC1	3	-3	-4	0	-2	-6	9	-4	0.9	-3
CCOC(=O)c1c(NC(C)=O)sc2c1CCCNC2=O	-34	34	1	-29	7	-14	12	-17	-0.2	-1
CC(=O)NC1C(=O)N=C(SCC(=O)Nc2cccc(Cl)c2)NC1=O (stereo unspecified)	7	-7	-1	4	-12	9	-5	6	0.9	-1
CN(Cc1nc2ccccc2c(=O)[nH]1)CC(O)COCc1ccco1 (stereo unspecified)	-26	26	2	0	-8	1	0	2	·	7
O=C(CCNS(=O)(=O)c1cccc(C(F)(F)F)c1)NC1CC1	-19	19	1	-3	-6	3	-11	3	0.8	-4

High-throughput results as filed in PubChem BioAssay.
